Screens: PubChem, NMMLSC
T cell modulator: T cell immune modulators affecting CD8 T cell-vesicle binding; AID 2052; 2C CD8+ T cell-vesicle binding, flow cytometry; active compounds read low; calls only at 7 µM; 330,000 tested, 0.068% active;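 active = response, share of CD8 T cells binding vesicles, and their 90th percentile fluorescence all below set limits, cut at about 80% in these data, passing the limit was not always enough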
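Assay system: 2C TCR transgenic mouse naive CD8+ T cells, MACS-purified | Read-out: CD8+ gate FL2 mean fluorescence as % of same-row positive control | Signal: High-throughput flow cytometry with anti-B7-1 and anti-CD8 staining | Timing: Binding step 1.5 h, 37 °C, antibody labelling 20 min, ice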
Myeloid diff 2: promotes myeloid progenitor differentiation. ER-HoxA9 myeloid progenitors, lysozyme-GFP differentiation, flow cytometry. calls only at 10 µM. 360,000 tested, 1% active;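 active = normalized GFP-positive differentiation at or above the plate's own cutoff, the solvent-only control mean plus 3 SD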;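 note: cells exposed to compound for four days before flow analysis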
T cell modulator vesicle-bound %: also measured in T cell modulator; calls as there; double positive events, %; measured here: CD8+ vesicle-bound cell fraction;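 binding gate set so that unloaded-vesicle control wells show 10% double positive cells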
Myeloid diff 2 GFP+ MAC1+ %: recorded beside Myeloid diff 2, whose call it bears; GFP+ MAC1+ double positive, %; measured here: differentiation confirmed by MAC1 staining
An asterisk follows results filed as active; i = inactive; + = active, no number. Not all compounds are listed (hit frequency here may not be typical).

SMILES | T cell modulator | T cell modulator vesicle-bound % | Myeloid diff 2 | Myeloid diff 2 GFP+ MAC1+ %
CCN1C(=O)[C@H]2[C@@H](c3ccc(-c4cc(C(C)=O)cs4)cc3)N3CCC[C@@]3(C(=O)OC)[C@H]2C1=O | i | 37 | i | 0.3
CCN(CC(=O)Nc1c(F)cccc1F)C(=O)CC1CCCCC1 | i | 19 | i | 5.1
O=C(Nc1ccc(S(=O)(=O)NC2=NCCCCC2)cc1)c1ccc(Cl)c([N+](=O)[O-])c1 | i | 57 | i | 0.4
O=C(NN1CCOCC1)c1ccc(Cl)cc1Cl | i | 34 | i | 0.5
Cc1ccc2nc(SCC(=O)Nc3cccc(Cl)c3)nc(=O)n2c1 | i | 51 | i | 0.4
CC1(C(=O)OCC(=O)Nc2ccc(Cl)cn2)CC1(Cl)Cl (configuration not stated) | i | 45 | i | 1.9
O=C(OC1CCOC1=O)c1ccccc1C(=O)c1ccc(Cl)c([N+](=O)[O-])c1 (configuration not stated) | i | 39 | i | 0.0
COCCN(C(=O)CSc1nnc(C)n1-c1ccc(C)cc1)c1c(N)n(Cc2ccccc2)c(=O)[nH]c1=O | i | 55 | i | 1.0
CC1CCC(NC(=O)c2cc(C3CC3)nn2-c2ccccc2)CC1 (configuration not stated) | i | 42 | i | 0.5
CCN(C[C@H]1N[C@@](Cc2ccccc2)(C(=O)OC)[C@H]2C(=O)N(Cc3ccccc3)C(=O)[C@@H]12)S(=O)(=O)c1ccc(C(F)(F)F)cc1 | i | 11 | i | 1.8
Nc1nc(N)nc(-c2cccc(Cl)c2)n1 | i | 29 | i | 0.7
CCC1(c2ccccc2)NC(=O)N(CC(=O)Nc2ccccc2C(=O)NC2CCCC2)C1=O (configuration not stated) | i | 26 | i | 0.9
CCN(CC(=O)NCc1ccc(Cl)cc1)C(=O)CCOc1ccccc1C | i | 28 | i | 1.2
NC(=O)C(NC(=O)OCc1ccccc1)c1ccccc1 (configuration not stated) | i | 28 | i | 1.4
O=[N+]([O-])c1ccccc1S(=O)(=O)Nc1cccc(-c2ccc3nncn3n2)c1 | i | 30 | i | 0.4
CC(NC(=O)C(NS(=O)(=O)c1cccs1)C(C)C)c1ccc(S(N)(=O)=O)cc1 (configuration not stated) | i | 37 | i | 0.8
CC(Sc1nnc(-c2cccnc2)n1C)C(=O)N1CCOCC1 (configuration not stated) | i | 10 | i | 1.0
CCCCN(C(=O)CCCc1nc2ccccc2s1)c1c(N)n(CC(C)C)c(=O)[nH]c1=O | i | 39 | i | 0.7
CN(C)S(=O)(=O)c1cccc(NC(=O)COc2ccc(S(=O)(=O)N3CCOCC3)cc2Cl)c1 | i | 56 | i | 1.1
CCc1ccc(-c2ccc3nnc(SCC(=O)NCC4CCCO4)n3n2)cc1 (configuration not stated) | i | 42 | i | 0.3
O=C(COC(=O)c1ccccc1Br)NC1CCCCCCC1 | i | 34 | i | 1.0
CC(NC(=O)CSc1nnnn1C1CC1)c1ccccc1Br (configuration not stated) | i | 44 | i | 0.2
O=C(COC(=O)/C=C/c1ccc(F)cc1)Nc1ccc(S(=O)(=O)N2CCOCC2)cc1 | i | 48 | i | 0.7
CC(=O)Nc1ccc(S(=O)(=O)N(C)CC(=O)NNc2c(F)c(F)cc(F)c2F)cc1 | i | 29 | i | 1.1

A different layout for 5 compounds above:
Compound	T cell modulator	T cell modulator vesicle-bound %	Myeloid diff 2	Myeloid diff 2 GFP+ MAC1+ %
NC(=O)C(NC(=O)OCc1ccccc1)c1ccccc1 (configuration not stated)	i	28	i	1.4
O=[N+]([O-])c1ccccc1S(=O)(=O)Nc1cccc(-c2ccc3nncn3n2)c1	i	30	i	0.4
CC(NC(=O)C(NS(=O)(=O)c1cccs1)C(C)C)c1ccc(S(N)(=O)=O)cc1 (configuration not stated)	i	37	i	0.8
CC(Sc1nnc(-c2cccnc2)n1C)C(=O)N1CCOCC1 (configuration not stated)	i	10	i	1.0
CCCCN(C(=O)CCCc1nc2ccccc2s1)c1c(N)n(CC(C)C)c(=O)[nH]c1=O	i	39	i	0.7

Some of the entries so far, as comma-separated lines.
Molecule,T cell modulator,T cell modulator vesicle-bound %,Myeloid diff 2,Myeloid diff 2 GFP+ MAC1+ %
CCc1ccc(-c2ccc3nnc(SCC(=O)NCC4CCCO4)n3n2)cc1 (configuration not stated),i,42,i,0.3
O=C(COC(=O)c1ccccc1Br)NC1CCCCCCC1,i,34,i,1.0
CC(NC(=O)CSc1nnnn1C1CC1)c1ccccc1Br (configuration not stated),i,44,i,0.2
O=C(COC(=O)/C=C/c1ccc(F)cc1)Nc1ccc(S(=O)(=O)N2CCOCC2)cc1,i,48,i,0.7
CC(=O)Nc1ccc(S(=O)(=O)N(C)CC(=O)NNc2c(F)c(F)cc(F)c2F)cc1,i,29,i,1.1

Other records:
SMILES | T cell modulator | T cell modulator vesicle-bound % | Myeloid diff 2 | Myeloid diff 2 GFP+ MAC1+ %
CCC(C(=O)NCCc1ccc(S(N)(=O)=O)cc1)c1ccccc1 (configuration not stated) | i | 18 | i | 0.6
Cc1c[nH]c2ccccc12 | i | 54 | i | 0.7
C[C@@H]1COC(=O)[C@H](NC(=O)OCC2c3ccccc3-c3ccccc32)C/C=C\C[C@@H](CC(=O)N(CCO)Cc2ccccc2)C(=O)N1 | i | 26 | i | 3.1
CCCCN(C(=O)c1cc(S(=O)(=O)N2CCCCCC2)ccc1OC)c1c(N)n(CCC)c(=O)[nH]c1=O | i | 28 | i | 0.4
Cc1cccc(NC(=O)C2CCN(S(=O)(=O)c3ccc4c(c3)OCCCO4)CC2)n1 | i | 23 | i | 0.8
CC(C)OC(=O)c1ccc(NC(=O)c2cccc(-n3cnnn3)c2)cc1 | i | 19 | i | 0.0
CCCCCC(=O)Nc1ccc(C(=O)COC(=O)Cn2cnc3c2c(=O)n(C)c(=O)n3C)cc1 | i | 22 | i | 0.5
O=C(COC(=O)c1ccccc1F)NC(=O)NC1CCCC1 | i | 39 | i | 1.0
Cc1ccc(C(=O)NCC(=O)OCN2C(=O)c3ccccc3C2=O)cc1C | i | 22 | i | 0.2
CC(C)(O)/C=C/C(=O)[C@](C)(O)C1[C@H](O)C[C@@]2(C)C3CC=C4C(C=C(O[C@@H]5O[C@H](CO)[C@@H](O)[C@H](O)[C@H]5O)C(=O)C4(C)C)[C@]3(C)C(=O)C[C@]12C (some centres not stated) | i | 12 | i | 3.2
O=[N+]([O-])c1ccc(C2=CSC3=NCCN23)cc1 | i | 54 | i | 0.3
COc1ccccc1N1CCN(CCN(C(=O)c2ccc(F)cc2)c2ccccn2)CC1 | i | 24 | i | 1.8
CNC[C@@H]1Oc2c(NC(=O)Nc3ccc(F)cc3)cccc2C(=O)N([C@H](C)CO)C[C@@H]1C | i | 9 | i | 0.5
C[C@H]1CN=C(N(C)C)N1CCC1CCCC1 | i | 29 | i | 1.4
CCCCn1nc(C(=O)NCC(c2cccs2)N2CCOCC2)c2ccccc2c1=O (configuration not stated) | i | 49 | i | 1.8
Cc1nnc(NC(=O)C2CCN(S(=O)(=O)c3cc([N+](=O)[O-])ccc3Cl)CC2)o1 | i | 29 | i | 1.3
O=C1C=CC(=C(c2ccc(O)cc2)c2ccc(O)cc2)C=C1 | i | 15 | i | 1.2
Cc1ccc2c(c1)CCCN2CC(=O)Nc1cc(S(=O)(=O)N2CCCC2)ccc1Cl | i | 50 | + | 0.8*
Cc1cc(Cl)ccc1OCC(=O)OCC(=O)N(CC(C)C)c1c(N)n(Cc2ccccc2)c(=O)[nH]c1=O | i | 36 | i | 0.7
COc1ccc(CC(=O)OCC(=O)N(CC(C)C)c2c(N)n(Cc3ccccc3)c(=O)[nH]c2=O)cc1 | i | 23 | i | 0.9
CCOC(=O)N1CCN(C(=O)COC(=O)C2CCN(S(=O)(=O)c3c(C)c(C)cc(C)c3C)CC2)CC1 | i | 35 | i | 0.3
Cc1ccc(S(=O)(=O)N2CCC(C(=O)Nc3ccccc3N3CCCC3)CC2)cc1C | i | 14 | i | 0.8
COc1ccc(C(NC(=O)CN2C(=O)NC3(CCc4ccccc43)C2=O)c2ccccc2)cc1 (configuration not stated) | i | 19 | i | 0.2
Cc1ccc(C)c(S(=O)(=O)N2CCCC2CNC(=O)C(=O)NCCc2ccccc2)c1 (configuration not stated) | i | 49 | i | 0.5
CC(=O)NCCC(=O)Nc1ncc(S(=O)(=O)c2ccc([N+](=O)[O-])cc2)s1 | i | 46 | i | 0.6
CC(=O)Nc1ccc(SCC(=O)N(C)CC(=O)Nc2ccccc2Cl)cc1 | i | 48 | i | 1.4
O=C1CN(C(=O)COC(=O)c2ccc([N+](=O)[O-])s2)c2ccccc2N1 | i | 26 | i | 1.8
C[C@H](NC(=O)c1ccco1)C(=O)NC1CCCCCC1 | i | 42 | i | 0.2
NS(=O)(=O)c1cc(C(=O)NNC(=O)c2ccc3c(c2)OCO3)ccc1Cl | i | 42 | i | 0.5
CCC(C(=O)OCC(=O)NC(=O)c1ccccc1)c1ccccc1 (configuration not stated) | i | 47 | i | 1.0
C[C@H](CO)N1C[C@H](C)[C@@H](CN(C)S(=O)(=O)c2cccs2)Oc2ccc(NC(=O)Nc3ccc4c(c3)OCO4)cc2C1=O | i | 7 | i | 0.7
COC(=O)[C@]1(C)N[C@H](CN(C)C(C)=O)[C@@H]2C(=O)N(Cc3ccccc3)C(=O)[C@@H]21 | i | 15 | i | 1.2
CCOc1ccc(OCCC(=O)NNC(=O)c2cc(C)oc2C)cc1 | i | 24 | i | 0.3
CNC(=O)COc1coc(CN2CCN(C(=O)c3ccco3)CC2)cc1=O | i | 59 | i | 0.3
CC(=O)c1ccc(NC(=O)C(C)OC(=O)c2ccc(Br)o2)cc1 (configuration not stated) | i | 38 | i | 0.3
C#CCOCCOCCOCCNc1nc(N2CCN(C(=O)[C@H](CCCCN)n3cc(CC(C)O)nn3)CC2)nc(N2CCN(C(=O)[C@H](CCCCN)n3cc(CC(C)O)nn3)CC2)n1 (some centres not stated) | i | 27 | i | 0.7
COc1cccc(NC(=O)CN(C)C(=O)C(CCSC)NC(=O)c2ccco2)c1 (configuration not stated) | i | 45 | i | 0.5
COCCN(C(=O)COC(=O)/C=C/c1ccc(OC)c(OC)c1)c1c(N)n(Cc2ccccc2)c(=O)[nH]c1=O | i | 53 | i | 1.0
O=C(CCNC(=O)c1ccc(Cl)cc1)Nc1cccc(S(=O)(=O)N2CCCCCC2)c1 | i | 39 | i | 0.7
Cc1cc(C)n2nc(C(=O)OCC(=O)Nc3cc(Cl)ccc3C)nc2n1 | i | 17 | i | 1.7
Cc1ccc(C23OCCN2CCn2nc4ccccc4c23)cc1 (configuration not stated) | i | 39 | i | 1.0
COC(=O)c1nccc2c1[nH]c1ccccc12 | i | 26 | i | 1.2
CCN(CC(=O)Nc1ccccc1C(F)(F)F)C(=O)C1CSC2(C)CCC(=O)N12 (configuration not stated) | i | 21 | i | 0.5
CCc1cccc(C)c1NC(=O)CN(C)C1=NS(=O)(=O)c2ccccc21 | i | 20 | i | 0.8
Cn1c(N)c(C(=O)CSc2n[nH]c(-c3ccccc3)n2)c(=O)n(C)c1=O | i | 54 | i | 0.9
COc1ccc2sc(-c3ccccc3OC)c(-c3ccc4c(c3)OCCO4)c2c1 | i | 13 | i | 1.9
CCN(CC(=O)Nc1c(F)cccc1F)C(=O)Cc1c(C)nc2ccccc2c1C | i | 41 | i | 0.6
CCCCN(C1CCS(=O)(=O)C1)S(=O)(=O)c1cccs1 (configuration not stated) | i | 46 | i | 0.8
CNC[C@@H]1Oc2ccc(NC(=O)Nc3c(C)noc3C)cc2CC(=O)N([C@H](C)CO)C[C@H]1C | i | 15 | i | 0.5
CC(Oc1ccc(F)cc1)C(=O)Nc1ccccc1C(=O)N1CCCCC1 (configuration not stated) | i | 40 | i | 0.2
Cc1ccc(S(=O)(=O)NCc2ccccc2)cc1C(=O)N(C)CC(=O)Nc1c(Cl)cccc1Cl | i | 30 | i | 1.0
CCC(CO)Oc1cc(NC(=O)c2cccc(C)c2)c2ncn(C(C)C)c2c1 (configuration not stated) | i | 26 | i | 2.6
CC(=O)Nc1ccc(C(=O)CCl)cc1 | i | 29 | i | 1.0
CCOc1ccc(CCNC(=O)CCC(=O)c2cccs2)cc1OCC | i | 43 | i | 0.4
CN(C(=O)c1ccc(Br)cc1)C1CCS(=O)(=O)C1 (configuration not stated) | i | 23 | i | 0.9
C=CCn1c(SCC(=O)Nc2cc(C)on2)nnc1-c1ccccc1OC | i | 58 | i | 0.7
CCCCCC#CCN1CCN(C23CC4CC(CC(C4)C2)C3)CC1 | i | 32 | i | 0.6
Cc1ccc(NS(=O)(=O)c2cccc(C(=O)N3CCCC(C)C3)c2)cc1 (configuration not stated) | i | 41 | i | 0.4
O=C(C1CCC1)N1CCN(S(=O)(=O)c2ccc(Br)cc2Cl)CC1 | i | 22 | i | 0.5
CCOCCn1ccc2c(OCC(=O)Nc3ccc(OC)cc3OC)cccc2c1=O | i | 21 | + | 3.1*
Cn1c(CC(=O)NNC(=O)c2ccc(Cl)nc2)nc2ccccc21 | i | 46 | i | 1.2
